IDE exosite FP – insulin-degrading enzyme (human) exo-site inhibition; z-score at 20 µM; AID 1259349; 17,000 tested, 6.3% active; purified IDE, FL-6b probe fluorescence polarization; stronger effect = lower value; P14735;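 active = z-score of -3 or lower, meaning strong loss of probe binding signal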;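 also: His-tagged human IDE residues 42-1019 made in E. coli with 30 nM FL-6b probe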
Target sequence (P14735 42-1019 limits assumed): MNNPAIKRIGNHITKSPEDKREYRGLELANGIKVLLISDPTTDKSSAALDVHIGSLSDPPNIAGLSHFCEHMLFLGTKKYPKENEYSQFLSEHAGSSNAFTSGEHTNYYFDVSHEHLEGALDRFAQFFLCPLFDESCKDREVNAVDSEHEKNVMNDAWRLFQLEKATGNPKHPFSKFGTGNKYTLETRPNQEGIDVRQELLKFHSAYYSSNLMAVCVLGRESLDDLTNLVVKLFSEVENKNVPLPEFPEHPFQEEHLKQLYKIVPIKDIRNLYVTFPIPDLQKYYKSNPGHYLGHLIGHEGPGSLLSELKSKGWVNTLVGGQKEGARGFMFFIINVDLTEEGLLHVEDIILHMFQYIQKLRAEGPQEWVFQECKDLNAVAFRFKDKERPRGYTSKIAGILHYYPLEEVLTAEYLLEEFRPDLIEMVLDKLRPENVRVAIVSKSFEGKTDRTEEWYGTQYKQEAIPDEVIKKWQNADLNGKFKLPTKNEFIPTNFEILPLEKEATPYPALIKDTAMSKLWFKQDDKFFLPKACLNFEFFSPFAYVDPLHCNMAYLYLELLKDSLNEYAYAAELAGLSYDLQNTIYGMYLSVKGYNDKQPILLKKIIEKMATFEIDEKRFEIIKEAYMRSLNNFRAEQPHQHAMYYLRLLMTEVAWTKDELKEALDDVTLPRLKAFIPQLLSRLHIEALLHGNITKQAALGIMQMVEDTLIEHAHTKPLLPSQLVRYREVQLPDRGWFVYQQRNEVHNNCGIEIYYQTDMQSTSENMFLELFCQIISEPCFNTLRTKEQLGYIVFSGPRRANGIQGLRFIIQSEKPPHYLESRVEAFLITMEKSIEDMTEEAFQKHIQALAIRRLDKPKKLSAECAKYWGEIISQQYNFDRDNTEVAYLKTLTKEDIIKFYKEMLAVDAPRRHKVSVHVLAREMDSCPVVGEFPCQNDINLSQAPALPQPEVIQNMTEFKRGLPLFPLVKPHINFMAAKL
The depositor's hits bear a star; & = joins results of further samples. Not all compounds are listed, so the mix of outcomes need not match the whole.

SMILES	IDE exosite FP
N#C[C@H]1[C@@H](c2ccc(C#CCC3CCCC3)cc2)[C@@H](CO)N1C(=O)c1ccccn1	3.7
COc1ccc2c3c([nH]c2c1)[C@H](CO)N(CC1CC1)CC31CCN(S(=O)(=O)c2cccc(F)c2)CC1	-0.52
CO[C@H]1CC[C@@H]2CCOc3ccc(C#N)cc3C(=O)N(C)C[C@H](c3ccccc3)CC(=O)N(C)C[C@H]1O2	-1.2
COc1ccccc1-c1ccc2c(c1)O[C@H](CN(C)CC1CCOCC1)[C@@H](C)CN([C@H](C)CO)S2(=O)=O	0.01
CS(=O)(=O)N1[C@H](C#N)[C@H](c2ccc(-c3ccccc3F)cc2)[C@@H]1CO	-1.1
CN(C)CC(=O)N1CCCCN2[C@H](CO)[C@H](c3ccc(-c4ccccc4)cc3)[C@H]2C1	2.3
CCCC#Cc1ccc([C@@H]2[C@H]3CN(C(=O)Nc4cc(F)ccc4F)CC(=O)N3[C@H]2CO)cc1	0.18
CN1CCN(C(=O)C[C@H]2CC[C@@H]3[C@@H](COc4ccc(NC(=O)C5CCOCC5)cc4C(=O)N3C)O2)CC1	-1.1
Cc1cccc(-c2ccc([C@@H]3[C@@H](CO)N4CCCCN(C(=O)NC(C)C)C[C@H]34)cc2)c1	-7.2*
CCCNC(=O)N1[C@H](CO)[C@H](c2ccccc2C2=CCCCC2)[C@@H]1C#N	-0.79
CN1[C@@H]2Cn3c(ccc(-c4ccncc4)c3=O)[C@H]1[C@@H](C(=O)N1CCC(Cc3ccccc3)CC1)[C@@H]2CO	-0.56
Cc1noc(C)c1S(=O)(=O)Nc1ccc2c(c1)CC(=O)N([C@H](C)CO)C[C@@H](C)[C@@H](CN(C)Cc1ccc(Oc3ccccc3)cc1)O2	0.75

Structures listed so far marked active in IDE exosite FP.
SMILES	IDE exosite FP
Cc1cccc(-c2ccc([C@@H]3[C@@H](CO)N4CCCCN(C(=O)NC(C)C)C[C@H]34)cc2)c1	-7.2*

Going on with the list.
SMILES	IDE exosite FP
CC(=O)N1CCCCN2[C@@H](CO)[C@@H](c3ccc(-c4cccc(C(=O)N(C)C)c4)cc3)[C@@H]2C1	2.7
CC(C)C#Cc1ccc([C@H]2[C@@H](CO)N3CCCCN(S(=O)(=O)Cc4ccccc4)C[C@H]23)cc1	4
Cc1ccccc1-c1ccc(C2[C@@H]3CN(C(=O)Nc4ccc(F)cc4)C[C@H]2N3)cc1 (some centres undefined)	-11*
CCc1csc(N2[C@H](C#N)[C@@H](c3ccc(-c4cccc(F)c4)cc3)[C@@H]2CO)n1	3.4
C/C=C/c1ccc([C@@H]2[C@H]3CN(C(=O)Nc4ccccc4F)CC(=O)N3[C@H]2CO)cc1	-2.3
O=C(Nc1ccc(F)cc1)N1C[C@H]2[C@@H](c3ccccc31)[C@H](CO)N2C(=O)c1ccncc1	3.3
Cc1cccc(-c2ccc([C@H]3[C@@H](CO)N4CCCCN(S(=O)(=O)c5cccc(C)c5)C[C@H]34)cc2)c1	2.9
CN(C)C(=O)c1ccc(-c2ccc(C3[C@@H]4CN(S(=O)(=O)c5ccc(F)cc5)C[C@H]3N4)cc2)cc1 (some centres undefined)	3.2&0.093
C[C@H](CO)N1C[C@H](C)[C@@H](CN(C)S(=O)(=O)c2cn(C)cn2)Oc2ncc(C3=CCCCC3)cc2C1=O	0.31
N#C[C@@H]1N[C@H](CO)[C@@H]1c1ccccc1	1.4
C[C@H](O)C#Cc1ccc([C@@H]2[C@H](CO)N3CCCCN(C(=O)c4ccc5c(c4)OCO5)C[C@@H]23)cc1	-0.9
O=C1CNC[C@H]2[C@@H](c3ccc(C#CC4CCCC4)cc3)[C@H](CO)N12	4.1
COCCNC(=O)C[C@H]1CC[C@H]2[C@@H](COC[C@@H](O)CN2C(=O)c2cc(Cl)cc(Cl)c2)O1	2
CCCC(=O)Nc1ccc2c(c1)C(=O)N(C)[C@H]1CC[C@@H](CC(=O)NCc3cccc(F)c3)O[C@H]1CO2	0.42
C[C@@H](O)C#Cc1ccc([C@H]2[C@@H](CO)N3CCCCN(C(=O)c4ccc(F)cc4)C[C@H]23)cc1	1.7
CCCNC(=O)N1[C@H](CNC(=O)c2cccc(F)c2)[C@@H](c2ccccc2)[C@@H]1CO	-0.43
N#C[C@H]1[C@@H](c2ccc(C#CCC3CCCC3)cc2)[C@H](CO)N1C(=O)c1ccccn1	4.5
COCC(=O)N1[C@@H]2c3ccc(C4=CCCCC4)c(=O)n3C[C@@H]2[C@@H](CO)[C@@H]1C(=O)N1CCN(C)CC1	0.39
COc1ccc2c3c([nH]c2c1)[C@@H](CO)N(Cc1ccc(Cl)cc1)CC31CN(S(C)(=O)=O)C1	0.86
N#C[C@H]1[C@H](c2ccc(C#Cc3cccc(F)c3)cc2)[C@H](CO)N1C(=O)C1CCCC1	0.84
COc1ccc(NC(=O)N(C)C[C@H]2OCc3cnnn3CCCC(=O)N([C@@H](C)CO)C[C@@H]2C)c(OC)c1	-1.3
C[C@@H]1CN([C@H](C)CO)C(=O)c2ccccc2-c2ccccc2CO[C@@H]1CN(C)C(=O)c1cc(Cl)cc(Cl)c1	0.2
O=C(Cc1ccccc1)N1CC(=O)N2[C@H](CO)[C@@H](c3ccc(Br)cc3)[C@@H]2C1	-2.2
COCC(=O)N1[C@H](C#N)[C@H](c2ccccc2C2=CCCCC2)[C@H]1CO	0.89
COc1ccc2c3c([nH]c2c1)[C@@H](CO)N(Cc1ccccc1)CC31CN(C(=O)c2ccccn2)C1	-2.1
O=C(c1cccc(F)c1)N1CCCCN2[C@H](C1)[C@@H](c1ccc(-c3ccncc3)cc1)[C@@H]2CO	3.6
C/C=C/c1cnc2c(c1)C(=O)N([C@@H](C)CO)C[C@@H](C)[C@@H](CN(C)CC1CCOCC1)O2	-0.75
COc1cccc(C(=O)Nc2ccc3c(c2)OC[C@H](C)N(CCc2ccccc2)C[C@@H](C)[C@H](OC)CN(C)C3=O)c1	-0.85
COc1ccc(NC(=O)Nc2cccc3c2O[C@@H](CN(C)Cc2ccc(C(=O)O)cc2)[C@@H](C)CN([C@@H](C)CO)C3=O)cc1	-0.81
CN1C(=O)c2cc(NC(=O)Cc3cccs3)ccc2OC[C@@H]2O[C@@H](CC(=O)NCC3CCCCC3)CC[C@@H]21	-1.8
COc1ccccc1NC(=O)N1CC(=O)N2[C@H](CO)[C@H](c3ccc(C#CC4CC4)cc3)[C@H]2C1	1.7
CCCNC(=O)N(C)C[C@H]1N[C@@H](CO)[C@@H]1c1ccc(C2=CCCCC2)cc1	4
COc1ccc2c3c(n(C)c2c1)[C@@H](CO)N(S(C)(=O)=O)CC31CCN(C(=O)Nc2cccc(F)c2)CC1	-1.3
COCC#Cc1ccc([C@@H]2[C@@H](C#N)N(C(=O)Cc3ccccc3)[C@@H]2CO)cc1	0.44
CN(C)C(=O)c1cccc(-c2ccc(C3[C@H]4CNC[C@@H]3N4C(=O)Nc3ccccc3F)cc2)c1 (some centres undefined)	3.8&1.1
CCS(=O)(=O)N1CC(=O)N2[C@H](CO)[C@H](c3ccc(C4=CCCC4)cc3)[C@@H]2C1	-0.4
CC=Cc1ccc2n(c1=O)C[C@H]1[C@H](CO)[C@@H](C(=O)N[C@@H](C)c3ccccc3)N(C(=O)c3ccccn3)[C@@H]21 (mixture of isomers)	0.67
COc1ccccc1C#Cc1ccc2c(c1)[C@@H]1[C@@H](CCN1C(=O)c1ccncc1)[C@@H](CO)N2	2.3
C[C@H](CO)N1C[C@H](C)[C@H](CN(C)C(=O)Nc2ccc3c(c2)OCO3)Oc2ncc(Br)cc2C1=O	0.2
CCC(=O)N1[C@H](CN(C)C(C)=O)[C@@H](c2ccc(C3=CCCC3)cc2)[C@@H]1CO	2.5
COc1cccc(-c2ccc3c(c2)O[C@H](CN(C)Cc2cccnc2)[C@H](C)CN([C@@H](C)CO)S3(=O)=O)c1	-0.56
O=C(Nc1ccccc1F)N1CCCCN2[C@@H](CO)[C@@H](c3ccc(-c4cccnc4)cc3)[C@@H]2C1	-2.9
COCC#Cc1ccc([C@H]2[C@H](CO)N3C(=O)CN(C(=O)Nc4cc(F)ccc4F)C[C@@H]23)cc1	-0.88
COCC(=O)N1CCCCN2[C@H](C1)[C@H](c1ccc(-c3ccccc3)cc1)[C@@H]2CO	-0.42
O=C(NC[C@@H]1[C@H](c2ccccc2)[C@H](CO)N1C(=O)Cc1cccnc1)C1CCC1	2.1
CCC(=O)NC[C@H]1[C@H](c2ccccc2)[C@@H](CO)N1C(=O)C1CCC1	0.28
CO[C@H](CN(C)Cc1ccc(-c2ccccn2)cc1)[C@@H](C)CN(C(=O)Nc1ccc(F)cc1)[C@H](C)CO	2
COc1ccccc1-c1ccc([C@@H]2[C@@H](CO)N3CCCCN(C(=O)CN4CCOCC4)C[C@@H]23)cc1	-6.5*
CCC(=O)N1[C@@H](C#N)[C@@H](c2ccccc2-c2ccccc2)[C@@H]1CO	0.75
CO[C@H]1CC[C@@H]2CCOc3c(C#N)cccc3C(=O)N(C)C[C@H](OC)[C@H](C)C(=O)N(C)C[C@@H]1O2	1.2
CCN1CC(=O)N2[C@@H](CO)[C@H](c3ccc(Br)cc3)[C@@H]2C1	-0.18
CCC(=O)NC[C@H]1N[C@H](CO)[C@@H]1c1ccc(C2=CCCC2)cc1	2.6
CCCC#Cc1ccc([C@@H]2[C@H](CO)N3C(=O)CN(C(=O)c4cccnc4)C[C@@H]23)cc1	0.55
COc1cccc(S(=O)(=O)N2CCCCN3[C@H](CO)[C@H](c4ccc(-c5ccccc5)cc4)[C@H]3C2)c1	2.4
CCN1CC(=O)N2[C@H](C1)[C@H](c1ccc(Br)cc1)[C@@H]2CO	0.63
CCCC#Cc1ccc([C@H]2[C@@H](CO)N3C(=O)CN(C(=O)c4ccccc4)C[C@@H]23)cc1	0.93
O=C(c1ccccc1F)N1CC(=O)N2[C@H](CO)[C@@H](c3ccc(C#Cc4ccc(F)cc4)cc3)[C@H]2C1	3.1
COc1ccc(C[C@@H]2CCn3cc(nn3)COC[C@@H](c3ccccc3)NC2=O)cc1	0.4
CCCC#Cc1cnc2c(c1)C(=O)N([C@@H](C)CO)C[C@H](C)[C@H](CN(C)C(=O)Nc1cc(F)ccc1F)O2	0.96
CCS(=O)(=O)N1CCCCN2[C@H](CO)[C@H](c3ccc(-c4cccc(C#N)c4)cc3)[C@H]2C1	1.1
(next part)
SMILES	IDE exosite FP
CCCNC(=O)Nc1ccc2c(c1)OC[C@H](C)N(S(C)(=O)=O)C[C@H](C)[C@@H](OC)CN(C)C2=O	0.46
CN(C)CC#Cc1ccc([C@H]2[C@H]3CN(C(=O)c4cccnc4)CC(=O)N3[C@H]2CO)cc1	1.6
COc1cccc(-c2ccc([C@H]3[C@@H](CO)N4C(=O)CN(C(=O)c5ccncc5)C[C@@H]34)cc2)c1	-8.6*
COc1ccc(C#Cc2ccc([C@@H]3[C@@H](CO)N4C(=O)CN(C(=O)c5ccccc5)C[C@H]34)cc2)cc1	-0.18
COc1ccc(-c2ccc(C3[C@@H]4CN(C(=O)c5ccc(F)cc5)C[C@H]3N4)cc2)cc1 (some centres undefined)	1.2&-0.11
N#C[C@H]1[C@@H](c2ccccc2-c2ccc(F)cc2)[C@H](CO)N1C(=O)Cc1ccccc1	4.2
N#C[C@H]1[C@@H](c2ccc(C#Cc3cccc(F)c3)cc2)[C@H](CO)N1C(=O)C1CC1	-0.79
CCC(=O)N1[C@@H](CO)[C@@H](c2ccccc2)[C@@H]1CN(CC)C(=O)c1ccccc1	0.69
Cc1ccc(-c2ccc([C@H]3[C@@H](CO)N4CCCCN(C(=O)Nc5ccccc5)C[C@@H]34)cc2)cc1	0.98
COc1ccc(-c2ccc([C@H]3[C@H](CO)N4C(=O)CN(C(=O)NC(C)C)C[C@@H]34)cc2)cc1	-3.8*
O=C(c1cccc(F)c1)N1CCCCN2[C@H](CO)[C@@H](c3ccc(-c4cccnc4)cc3)[C@@H]2C1	1.8
COc1ccc2c3c(n(C)c2c1)[C@H](CO)N(Cc1ccccc1OC)CC31CCN(CC2CC2)CC1	0.71

13 neighbouring compounds from above, quoted:
SMILES	IDE exosite FP
CCS(=O)(=O)N1CCCCN2[C@H](CO)[C@H](c3ccc(-c4cccc(C#N)c4)cc3)[C@H]2C1	1.1
CCCNC(=O)Nc1ccc2c(c1)OC[C@H](C)N(S(C)(=O)=O)C[C@H](C)[C@@H](OC)CN(C)C2=O	0.46
CN(C)CC#Cc1ccc([C@H]2[C@H]3CN(C(=O)c4cccnc4)CC(=O)N3[C@H]2CO)cc1	1.6
COc1cccc(-c2ccc([C@H]3[C@@H](CO)N4C(=O)CN(C(=O)c5ccncc5)C[C@@H]34)cc2)c1	-8.6*
COc1ccc(C#Cc2ccc([C@@H]3[C@@H](CO)N4C(=O)CN(C(=O)c5ccccc5)C[C@H]34)cc2)cc1	-0.18
COc1ccc(-c2ccc(C3[C@@H]4CN(C(=O)c5ccc(F)cc5)C[C@H]3N4)cc2)cc1 (some centres undefined)	1.2&-0.11
N#C[C@H]1[C@@H](c2ccccc2-c2ccc(F)cc2)[C@H](CO)N1C(=O)Cc1ccccc1	4.2
N#C[C@H]1[C@@H](c2ccc(C#Cc3cccc(F)c3)cc2)[C@H](CO)N1C(=O)C1CC1	-0.79
CCC(=O)N1[C@@H](CO)[C@@H](c2ccccc2)[C@@H]1CN(CC)C(=O)c1ccccc1	0.69
Cc1ccc(-c2ccc([C@H]3[C@@H](CO)N4CCCCN(C(=O)Nc5ccccc5)C[C@@H]34)cc2)cc1	0.98
COc1ccc(-c2ccc([C@H]3[C@H](CO)N4C(=O)CN(C(=O)NC(C)C)C[C@@H]34)cc2)cc1	-3.8*
O=C(c1cccc(F)c1)N1CCCCN2[C@H](CO)[C@@H](c3ccc(-c4cccnc4)cc3)[C@@H]2C1	1.8
COc1ccc2c3c(n(C)c2c1)[C@H](CO)N(Cc1ccccc1OC)CC31CCN(CC2CC2)CC1	0.71

Next section.
SMILES	IDE exosite FP
O=C(Nc1cccc(F)c1)N1CCCCN2[C@H](CO)[C@H](c3ccc(C#CC4CC4)cc3)[C@@H]2C1	2.3
O=C(NC1CCCC1)N1CC(=O)N2[C@H](CO)[C@H](c3ccc(C4=CCCCC4)cc3)[C@@H]2C1	-2
CC(=O)NC[C@@H]1[C@H](c2ccccc2)[C@H](CO)N1C(=O)Cc1cccnc1	3.1
O=C(C[C@@H]1CC[C@H](NC(=O)CC2CC2)[C@H](CO)O1)NCC(F)(F)F	-0.53
CN(C)CC#Cc1ccc([C@H]2[C@@H](CO)N(C(=O)C3CCCC3)[C@H]2C#N)cc1	0.94
COc1ccc(-c2ccc([C@H]3[C@@H](C#N)N(C(=O)C4CCC4)[C@H]3CO)cc2)cc1	-0.32
